Assay outcomes: PubChem BioAssay, several laboratories
CAL PDZ FP-1: blocks peptide binding to the human CAL PDZ domain. AID 602252. inhibition, % at 24.9 µM. Q9HD26. purified CAL PDZ, TMR-peptide fluorescence polarization, 1 h. 300,000 compounds, 0.92% hits;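 active = mean inhibition of at least 30% with at least half of replicates also reaching 30%; inconclusive = no clear call, values can overlap the other calls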;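 note: 0% = DMSO neutral control and 100% = excess unlabeled competitor peptide PRC23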
Cardiac RTF inh: cardiac RTF calcium desensitization; inhibition, % at 7.15 µM; P19429+P45379; 340,000 compounds, 0.12% hits; IANBD-labeled cardiac RTF, Ca2+ fluorescence;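 active = inhibition above the mean inhibition of all tested compounds plus 3 SD, cut at about 17% in these data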;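 note: assay run at fixed EC70 calcium of 1.6 mM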
DAGLB inhibitor: diacylglycerol lipase beta (human) inhibition | Q8NCG7 | HEK293T DAGLB membrane lysate, EnzChek fluorogenic substrate | inhibition, % at 5.17 µM | 340,000 compounds, 0.059% hits | AID 504411; in the data active = inhibition above about 34%;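 note: 0% = enzyme with vehicle and 100% = wells lacking enzyme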
Keap1-Nrf2 PPI: disrupts human Keap1 binding to Nrf2 peptide; Keap1 Kelch-Nrf2 peptide fluorescence polarization, 1536-well; inhibition, % at 9.4 µM; 340,000 compounds, 0.15% hits; AID 504523; in the data active = inhibition above about 12%; inconclusive = no clear call, values can overlap the other calls; inactive = below about 7.3%;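 note: human Keap1 Kelch domain with fluorescein labeled Nrf2 9mer peptide probe; 0% = neutral control wells and 100% = peptide positive control; higher means more block of Keap1 binding to Nrf2 peptide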
Target sequence (Q14145 whole entry, looked up, the tested form may be a part): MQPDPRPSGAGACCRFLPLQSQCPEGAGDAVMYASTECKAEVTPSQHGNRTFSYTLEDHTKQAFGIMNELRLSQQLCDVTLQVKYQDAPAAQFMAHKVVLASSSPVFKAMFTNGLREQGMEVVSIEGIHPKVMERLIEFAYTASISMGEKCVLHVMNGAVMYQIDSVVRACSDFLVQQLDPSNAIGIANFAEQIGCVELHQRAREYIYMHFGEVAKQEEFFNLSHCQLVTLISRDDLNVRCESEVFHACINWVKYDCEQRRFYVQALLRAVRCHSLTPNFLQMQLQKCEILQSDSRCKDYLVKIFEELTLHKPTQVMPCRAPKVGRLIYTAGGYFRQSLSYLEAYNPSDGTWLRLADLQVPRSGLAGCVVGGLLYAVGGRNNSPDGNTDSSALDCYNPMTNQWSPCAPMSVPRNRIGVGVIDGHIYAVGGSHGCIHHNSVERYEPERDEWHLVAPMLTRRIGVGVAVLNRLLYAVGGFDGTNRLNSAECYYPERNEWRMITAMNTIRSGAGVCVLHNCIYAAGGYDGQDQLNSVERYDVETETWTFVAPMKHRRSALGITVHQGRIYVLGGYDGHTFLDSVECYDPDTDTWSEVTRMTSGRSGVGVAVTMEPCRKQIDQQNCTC
PKA-R2B act: activators of human PKA-R2B complex; AID 504700; activation, % at 11.4 µM; P22694+P31323; PKA-R2B holoenzyme dissociation, Cy5-IP20 fluorescence polarization; R2B truncated from residue 108, S112A mutant; 0% DMSO only, 100% 113 µM cGMP; 340,000 compounds, 0.079% hits;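 active = activation above a cutoff set at the mean over all compounds plus 3 SD, cut at about 18% in these data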;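 note: higher means more holoenzyme dissociation and a rise in polarization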
Rtt109 Vps75: inhibitors of Candida albicans Rtt109/Vps75 histone acetyltransferase; Q5AAJ8; purified Rtt109/Vps75, ThioGlo CoA-SH fluorescence, 4 h; inhibition, % at 34.9 µM; 330,000 compounds, 0.16% hits; AID 540336;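 active = inhibition of at least 50% in every replicate; inconclusive = best replicate reaches 50% inhibition but some replicates fall short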
Target sequence (Q5AAJ8 whole entry, looked up): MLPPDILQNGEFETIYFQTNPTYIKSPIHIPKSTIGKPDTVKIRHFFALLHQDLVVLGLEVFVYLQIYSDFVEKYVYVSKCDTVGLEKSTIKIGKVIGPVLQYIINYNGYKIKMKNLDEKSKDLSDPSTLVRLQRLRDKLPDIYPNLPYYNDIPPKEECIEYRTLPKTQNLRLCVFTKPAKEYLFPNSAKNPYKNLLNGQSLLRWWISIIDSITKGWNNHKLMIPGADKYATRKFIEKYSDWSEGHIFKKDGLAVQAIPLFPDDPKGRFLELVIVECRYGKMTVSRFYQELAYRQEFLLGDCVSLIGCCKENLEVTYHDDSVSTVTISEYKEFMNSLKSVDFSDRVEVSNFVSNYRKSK
SR-BI DiI-HDL act: SR-BI HDL lipid transfer activation. AID 504775. activation, % at 12.5 µM. 320,000 compounds, 0.096% hits. CHO ldlA[mSR-BI] cells, DiI-HDL uptake fluorescence, 3 h; 100 = double the neutral-control signal;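 active = mean replicate activation of at least 60% and every replicate at or above 60%; inconclusive = mean or all-replicate condition met, but not both; inactive = mean below 60% and not all replicates reaching 60%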;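 note: 0% = median plate neutral-control signal and 100% = twice that signal; values of inactives mirror those of a sister screen read the other way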
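Test system: SR-BI-overexpressing, LDLR-lacking CHO cells; Also added: labelled HDL, 10 µg/mL; Measured by: bottom-read cell fluorescence after medium removal, ex 550/em 595 nm; Timing: 3 h uptake period with compound, 37 °C; Buffer or medium: F12, 0.5% BSA, 25 mM HEPES; Doses: single compound concentration, delivered by pin transfer.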
RTF Ca sens act: increases calcium sensitivity of human cardiac regulated thin filaments; P19429+P45379; activation, % at 7.2 µM; 340,000 compounds, 0.24% hits; IANBD-labeled TnC RTF fluorescence at EC20 calcium; 0% EC20 calcium, 100% full calcium;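 active = activation above the mean over all tested compounds plus 3 SD, cut at about 30% in these data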;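 note: rise in fluorescence read as greater calcium sensitivity of cardiac thin filaments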
LANA DNA inh: KSHV C-LANA DNA binding inhibition; MBP-C-LANA/FAM-LBS DNA binding, fluorescence polarization; inhibition, % at 9 µM; 340,000 compounds, 0.078% hits; AID 504423;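 active = highest replicate inhibition at or above 60% at 9 µM, even if other replicates fall short; inactive = all replicates below 60% inhibition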;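 note: 0% = neutral control wells and 100% = 4 µM acridine orange control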
CAL PDZ FP-2: blocks peptide binding to human CAL PDZ domain; purified CAL PDZ, TMR-peptide fluorescence polarization, 1 h; inhibition, % at 20 µM; AID 504414; Q9HD26; 330,000 compounds, 0.02% hits;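 active = highest replicate inhibition of at least 40%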;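 note: plate controls were DMSO neutral control wells for no effect and unlabeled competitor peptide control wells for full effect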
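material = purified tagged CAL PDZ domain construct (CerCALP) | compound dosing = 20 µM, one dose | times = 1 h at RT | measured by = fluorescence polarization from S- and P-plane intensities, G-factor corrected | read-out = inhibition from polarization loss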
The depositor's hits bear a star; ? = inconclusive; . = not tested or not shown.

SMILES | CAL PDZ FP-1 | Cardiac RTF inh | DAGLB inhibitor | Keap1-Nrf2 PPI | PKA-R2B act | Rtt109 Vps75 | SR-BI DiI-HDL act | RTF Ca sens act | LANA DNA inh | CAL PDZ FP-2
CC(CCc1ccccc1)NC(=O)C(=O)NCc1ccccc1 (stereo unspecified) | 8 | 6 | 0 | -2 | 1 | 0 | -5 | 7 | 1.8 | 0.6
NC(=O)c1ccsc1NC(=O)c1ccco1 | -4 | -11 | -1 | 0 | -2 | -9 | 11 | 0 | 0.1 | -0.2
CCCCN(CCCC)c1nc2ccccc2nc1NS(=O)(=O)c1ccc(NC(C)=O)cc1 | -22 | 1 | -1 | 2 | 7 | -13 | 32 | -9 | -0.9 | -2.5
CCOc1ccccc1NC(=O)C1C2CCC3C(CCC21)C3(Cl)Cl (stereo unspecified) | -5 | 6 | -8 | -3 | -6 | . | -73 | 6 | -0.6 | -2.4
CCOC(=O)c1sc(NC(=O)c2ccccc2F)c(C(N)=O)c1C | -3 | 1 | -4 | -3 | 5 | -2 | -34 | 0 | 0.9 | -0.3
Cc1nc2cc(-c3ccc(Cl)cc3)nn2c(C)c1CCC(=O)NCc1ccco1 | . | -4 | -1 | 2 | 10 | -3 | -21 | 6 | -3.1 | -0.4
CSc1nsc(SC)c1NC(=O)OCCc1ccccn1 | . | 1 | -2 | -5 | -5 | 14 | -22 | -1 | 1.0 | -2.0
CC1Cc2ccccc2N1CC(=O)Nc1cccc(S(N)(=O)=O)c1 (stereo unspecified) | -11 | 2 | 0 | 0 | -4 | -4 | -11 | -6 | -1.6 | -0.4
O=C(O)C(NS(=O)(=O)c1cccc2nsnc12)c1ccccc1 (stereo unspecified) | 1 | -8 | -1 | -6 | -1 | -3 | 24 | 7 | -1.0 | -2.8
COc1cc(NC(=S)N2CCN(C)CC2)c(OC)cc1Cl | 2 | -24 | -2 | -7 | -6 | -5 | 4 | -4 | -0.1 | -1.9
COc1ccc(-c2ccnc(SCC(=O)c3ccc(OC)c(OC)c3)n2)cc1 | -1 | -4 | -1 | 0 | -11 | 1 | -26 | -4 | -0.6 | -0.9
Cc1cc(C)c(C#N)c(SCC(=O)OC2CCCCC2)n1 | -2 | 1 | -12 | 0 | -12 | 8 | 8 | -2 | 2.2 | -0.4
COCCCC1CCN(C(=O)CCc2nnc(CCCCc3ccccc3)o2)CC1 | -2 | -8 | 2 | -6 | -5 | . | 12 | 2 | 0.5 | -0.3
Cc1ccccc1NC(=O)C1CC(Cl)=CCC1C(=O)O (stereo unspecified) | 1 | -8 | -2 | 0 | -4 | -3 | 19 | -2 | 2.0 | -0.4
O=C(COC(=O)/C=C/c1ccc2c(c1)OCO2)Nc1ccc(S(=O)(=O)N2CCCC2)cc1 | . | -11 | -4 | -1 | 18 | -4 | -29 | -2 | 0.4 | -1.3
Cc1cnc(CNC(=O)CC2C(=O)NCCN2Cc2ccccc2F)cn1 (stereo unspecified) | -2 | 1 | 1 | -1 | -6 | -5 | 39 | 6 | 2.6 | -0.9
CC(=O)N1CCN(c2ccc(NCc3ccc(F)cc3)cc2)CC1 | . | -12 | 4 | -5 | -9 | -2 | 9 | 4 | -0.4 | 0.6
COc1cccc(C(=O)NC2CC3CCCC(C2)N3Cc2ccc(C)cc2)c1 (stereo unspecified) | -1 | 5 | -1 | 1 | 2 | -5 | 25 | -2 | 3.3 | -0.8
CC(C)Cc1nnc(NC(=O)CCC(=O)Nc2ccccc2)s1 | 4 | 6 | 1 | -5 | -5 | -2 | 9 | -2 | 1.6 | -1.1
Cc1cccc(NC(=O)c2cnn(C)c2)c1C | 2 | 17* | 0 | 1 | -12 | -3 | -8 | 5 | 0.0 | -0.6
O=C(Nc1ccc(-c2nc3cc(Cl)ccc3c(=O)o2)cc1)c1ccco1 | -2 | -15 | 5 | -4 | -15 | -5 | 11 | 1 | 1.0 | -0.6
O=C(Nc1cccc(O)c1)c1ccc(C(F)(F)F)cc1 | -4 | -4 | -1 | -3 | 4 | 5 | -2 | 1 | 1.0 | -2.2
O=[N+]([O-])c1ccc2nc(-c3ccc(OC(F)F)cc3)cn2c1 | . | -1 | 3 | 0 | 3 | -3 | -19 | 6 | -1.1 | 0.4
CS(=O)(=O)NCCCNc1c(Cl)cccc1[N+](=O)[O-] | -2 | -34 | 3 | -2 | -13 | -1 | ? | 5 | 0.5 | -2.6
CCC(C)(C)C1CCC2(CC1)NC(=O)N(CC(=O)NCCc1c[nH]c3ccccc13)C2=O (stereo unspecified) | 0 | -6 | 2 | -4 | 1 | -2 | 10 | 0 | -0.1 | -0.5
COc1ccc(NS(=O)(=O)c2nnc(NC(=O)c3ccccc3F)s2)cc1 | . | -7 | 0 | -2 | 2 | -9 | -3 | 3 | 0.3 | -2.5
Cc1ccc(C(=O)NC(=S)NCc2cccnc2)cc1C | . | -4 | -1 | -1 | -5 | ? | -8 | 11 | -1.6 | -0.4
CN(CC(=O)Nc1ccc(Cl)c(C(F)(F)F)c1)C(=O)c1ccccc1SCC(=O)N1CCCC1 | -2 | 3 | -4 | -4 | -3 | 8 | -2 | -1 | 0.1 | -1.2
CCOc1ccc(/C=N/OCC(=O)NCc2cccs2)cc1 | -3 | -10 | -4 | 3 | -5 | 5 | 22 | -5 | -0.4 | -2.2
O=C(Nc1ccc(Cl)cc1)NC1CCS(=O)(=O)C1 (stereo unspecified) | -8 | -6 | 0 | -3 | -1 | -10 | 28 | 4 | -0.3 | 0.2
Cc1nonc1CC(=O)NC1CC(C)(C)Cc2c1cnn2-c1ccc(F)cc1 (stereo unspecified) | 1 | 3 | 2 | 1 | 6 | 15 | -5 | 2 | -3.0 | -0.9
Cc1ccc(NC(=O)CN2C(=O)NC(C)(c3ccc(Cl)cc3)C2=O)cc1 (stereo unspecified) | -1 | -12 | -3 | -1 | 7 | 12 | -10 | 3 | -0.6 | -3.5
COC(=O)[C@H]1[C@H](c2ccccc2)[C@H](C(=O)OC)O[C@H]1c1ccccc1 | . | 2 | -5 | 3 | -11 | -2 | -12 | 3 | 1.0 | -0.5
CC1Cc2ccccc2N1C(=O)COc1ccc2c(c1)OCO2 (stereo unspecified) | -2 | 5 | -2 | -2 | -15 | -2 | -12 | 6 | 2.5 | -2.0
COc1ccc(NC(=O)CC(C)(C)C)c([N+](=O)[O-])c1 | -33 | -6 | -3 | -3 | -6 | 0 | 40 | 2 | 1.9 | .
O=C1CN(C(=O)NCC(=O)N2CCCC2)c2ccccc2N1 | -3 | 2 | 0 | -7 | -5 | -26 | 45 | 3 | 0.4 | -2.7
Cc1ccc(Oc2nc3c(c(=O)n(Cc4ccccc4F)c(=O)n3C)n2C)cc1 | -2 | 1 | -5 | -1 | -3 | -1 | -42 | 2 | -0.6 | -1.1
CCOC(=O)c1c(C)[nH]c(C(=O)OCc2ccccc2)c1C | -9 | -18 | 1 | 0 | -3 | 3 | -40 | 3 | 1.6 | -1.4
CC(=O)Nc1nnc(SCC(=O)N2CCCc3ccccc32)s1 | . | -3 | -2 | 2 | -8 | 0 | 8 | 1 | -0.8 | -1.0
COc1cccc(OCC(=O)NC2CCCCCC2)c1 | -2 | -7 | -3 | 3 | -4 | -1 | 13 | 3 | -0.1 | 0.4
COc1ccc(CNC(=O)c2ccc(S(=O)(=O)N3CCCC3)cc2)cc1OC | -1 | -7 | 0 | 2 | -2 | -3 | 9 | 0 | 1.6 | 0.2
O=C(CN1CCN(Cc2ccc(Cl)cc2)C1=O)NCCCN1CCOCC1 | . | -3 | 0 | -3 | 0 | 3 | 7 | 0 | -0.2 | -1.2
NC(=O)CSc1nc(N)c2c3c(sc2n1)CCCCC3 | 5 | -5 | 0 | 4 | 9 | 6 | 22 | 1 | -1.0 | .
O=C(CCCCCN1C(=O)c2ccccc2C1=O)Nc1ccc(S(=O)(=O)N2CCCCC2)cc1 | 7 | -4 | -4 | -5 | 1 | -6 | 23 | -1 | -0.2 | -3.2
COC(=O)c1nccnc1N | 13 | -4 | -2 | 2 | -1 | 5 | -4 | -3 | 0.1 | -0.9
O=C(CCNC(=O)C1CCN(S(=O)(=O)c2ccc(F)cc2)CC1)NCc1cccnc1 | 4 | -7 | 2 | -1 | -16 | 2 | 14 | -4 | -0.4 | -1.0
COCCNC(=S)N1CCC(C(=O)c2ccc(C)cc2)CC1 | -3 | 11 | -4 | -2 | 3 | 10 | -4 | 6 | -0.4 | -0.4
CN(C)Cc1cc(C(C)(C)c2cc(CN(C)C)c(O)c(CN(C)C)c2)cc(CN(C)C)c1O | 2 | -7 | -1 | -7 | 1 | 2 | 16 | 5 | -1.5 | 3.6
NC(=O)c1ccc(-n2nnnc2SCc2ccc(F)cc2)cc1 | -1 | 0 | 1 | -3 | -5 | 2 | 9 | 5 | 0.2 | -0.6
CCCn1c(Sc2nnnn2-c2ccccc2)n[nH]c1=O | -1 | -6 | 2 | -6 | -3 | -6 | 80* | 10 | 0.2 | .
NC(=O)CN1C(=O)C2CCCCN2C(=O)c2ccccc21 (stereo unspecified) | -4 | -21 | 1 | 4 | -2 | 12 | 26 | -2 | -0.2 | .
CCOC(=O)CN(C(=O)CNC(=O)c1cccs1)C(C(=O)NC1CCCCC1)c1cccnc1 (stereo unspecified) | 8 | 2 | -1 | -3 | -3 | 7 | 24 | 1 | -0.9 | -1.3
O=C(O)CC1Sc2nc3ccccc3n2C1=O (stereo unspecified) | -2 | -12 | -1 | -3 | 3 | 4 | -1 | -2 | -1.9 | -0.2
O=C1CSCC(=O)N1Cc1ccc(Cl)cc1Cl | -5 | 4 | -7 | -5 | -1 | 3 | 6 | 0 | -3.2 | -1.0
Cc1ccc(Cn2c(CN(C)Cc3ccccc3)nc3c2c(=O)n(C)c(=O)n3C)cc1 | -1 | -5 | -2 | -5 | -2 | 6 | -8 | 1 | -1.0 | -5.3
Cc1ccc(C)c(NC(=O)CCN2CC(C)CC(C)C2)c1 (stereo unspecified) | 2 | 10 | 1 | -1 | 2 | 3 | 3 | 2 | 2.2 | -0.4
